High-throughput results as filed in PubChem BioAssay.
UGM FP inh – M. tuberculosis UGM enzyme inhibitors, primary screen, biochemical, fluorescence polarization, single point; UDP-galactopyranose mutase (Mycobacterium tuberculosis (strain ATCC 25618 / H37Rv)), …; purified UGM, fluorescence polarization probe displacement; inhibition, % at 10 µM; actives 0.06% (n = 320,000); in the data active means inhibition above about 10%, passing the limit was not always enough; inconclusive means no clear call, values can overlap the other calls
GDH-TPI inh – GDH-TPI coupling enzyme inhibitors, primary screen, artefact control for M. tuberculosis FBA inhibitor project, biochemical, absorbance, full deck. GDH-TPI coupled enzyme counterscreen, NADH absorbance. inhibition, % at 4.8 µM. actives 1.2% (n = 360,000); in the data active means inhibition above about 30%;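 further: 0% = DMSO wells and 100% = wells lacking the enzyme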
MazEF act – activators of E. coli MazEF toxin-antitoxin RNase, primary screen, biochemical, fluorescence, uHTS | FAM/BHQ RNA-DNA oligo cleavage fluorescence, 5 h | actives 0.32% (n = 350,000) | activation, % at 20 µM | AID 504720, 2011; in the data active means activation above about 50%
Target sequence (P0AE70 whole entry, looked up): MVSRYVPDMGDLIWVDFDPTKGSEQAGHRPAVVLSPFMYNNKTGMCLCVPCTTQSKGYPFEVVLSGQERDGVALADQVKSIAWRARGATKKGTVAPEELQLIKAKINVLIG
FadD28 FP inh – inhibitors of FadD28 bisubstrate probe binding, primary screen, biochemical, fluorescence polarization, single point | Mycobacterium tuberculosis FadD28 fatty-acid-AMP ligase | inhibition, % at 12.5 µM | actives 0.22% (n = 360,000) | AID 588549, 2011; in the data active means inhibition above about 8.5%, passing the limit was not always enough; inconclusive means no clear call, values can overlap the other calls
BoNT F protease – BoNT/F light chain protease inhibitors, primary screen, biochemical, flow cytometry, MLPCN library | Botulinum neurotoxin type F light chain protease (Clostridium botulinum) | actives 0.22% (n = 360,000) | inhibition, % at 10 µM | Multiplex microsphere protease cleavage assay; in the data active means inhibition above about 35%, passing the limit was not always enough; inconclusive means no clear call, values can overlap the other calls; further: plate controls were buffer without enzyme for full effect and enzyme alone for no effect
Mtb FBA inh – Mtb FBA enzyme inhibitors, primary screen, biochemical, fluorescence, strain H37Rv | Fructose-bisphosphate aldolase (Mycobacterium tuberculosis (strain ATCC 25618 / H37Rv)), … | purified M. tuberculosis FBA, fluorescence read-out | inhibition, % at 1 µM | actives 2.3% (n = 360,000); in the data active means inhibition above about 27%;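 further: 0% = vehicle and 100% = reference inhibitor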
Target sequence (P9WQA3 whole entry, looked up): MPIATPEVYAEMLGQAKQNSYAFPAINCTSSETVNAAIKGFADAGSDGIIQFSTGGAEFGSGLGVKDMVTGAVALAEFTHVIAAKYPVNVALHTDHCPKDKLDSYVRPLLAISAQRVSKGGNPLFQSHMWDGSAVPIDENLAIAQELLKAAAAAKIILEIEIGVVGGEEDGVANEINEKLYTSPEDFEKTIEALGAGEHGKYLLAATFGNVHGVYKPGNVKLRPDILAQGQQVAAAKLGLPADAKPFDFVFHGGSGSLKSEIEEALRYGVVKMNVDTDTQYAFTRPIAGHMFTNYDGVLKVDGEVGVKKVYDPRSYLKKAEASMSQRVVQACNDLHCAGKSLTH
Mtb BioA inh – M. tuberculosis BioA enzyme inhibitors, primary screen, biochemical, plate reader, single point, HTS. 7,8-diaminopelargonic acid synthase BioA (Mycobacterium tuberculosis). purified M. tuberculosis BioA enzyme. inhibition, % at 9.99 µM. actives 0.096% (n = 360,000). AID 602481, 2012; in the data active means inhibition above about 40%; inconclusive means no clear call, values can overlap the other calls
Rv3671c protease – Rv3671c serine protease inhibitors, primary screen, biochemical, fluorescence polarization, M. tuberculosis H37Rv | inhibition, % at 5.96 µM | actives 0.048% (n = 320,000) | P9WHR9; in the data active means inhibition above about 38%;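 further: extracellular domain of Rv3671c used as enzyme; 0% = enzyme with DMSO and 100% = no enzyme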
Target sequence (P9WHR9 whole entry, looked up, the tested form may be a part): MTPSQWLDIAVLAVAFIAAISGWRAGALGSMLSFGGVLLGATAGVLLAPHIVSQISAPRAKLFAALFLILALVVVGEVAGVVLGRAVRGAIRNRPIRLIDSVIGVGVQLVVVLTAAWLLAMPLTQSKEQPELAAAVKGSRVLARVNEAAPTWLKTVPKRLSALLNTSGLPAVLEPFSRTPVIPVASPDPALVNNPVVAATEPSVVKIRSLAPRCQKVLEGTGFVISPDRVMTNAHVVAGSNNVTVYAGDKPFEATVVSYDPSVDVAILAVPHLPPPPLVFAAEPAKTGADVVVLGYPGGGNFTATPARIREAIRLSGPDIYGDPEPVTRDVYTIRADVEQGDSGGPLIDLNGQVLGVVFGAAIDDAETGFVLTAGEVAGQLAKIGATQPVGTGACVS
PrPC TRFRET – inhibitors of human cell surface prion protein PrPC, primary screen, cell-based, TR-FRET; TR-FRET read-out; Major prion protein (Homo sapiens), P04156; actives 0.43% (n = 370,000); AID 720596, 2013; inhibition, % at 13.8 µM; in the data active means inhibition above about 24%; further: 0% = median of the test wells and 100% = reference compound wells
* hit, by the source's call.

CCN(CC)S(=O)(=O)c1ccc(O)c(C(=O)OCC(=O)Nc2ccc(OC(F)(F)F)cc2)c1 was read as UGM FP inh -1.0, GDH-TPI inh 5.2, MazEF act -9.5, FadD28 FP inh -0.1, BoNT F protease -3.8, Mtb FBA inh 8.5, Rv3671c protease -8.0 and PrPC TRFRET -5.8.
Screening Cc1cc(NC(=O)Cn2c(=O)c3c(ncn3CCC(C)C)n(Cc3ccccc3)c2=O)no1 returned UGM FP inh 1.1, GDH-TPI inh 6.4, MazEF act -11.4, FadD28 FP inh -5.1, BoNT F protease -7.4, Mtb FBA inh -1.4, Rv3671c protease -0.2 and PrPC TRFRET 5.1.
`CC1(C)C(C(=O)O)N2C(=O)C(NC(=O)Cc3ccccc3)C2S1=O` (stereo unspecified) gave UGM FP inh -2.6, GDH-TPI inh 0.5, MazEF act -0.4, FadD28 FP inh -3.0, BoNT F protease -0.5, Mtb FBA inh 3.7, Mtb BioA inh -1.4, Rv3671c protease 1.4 and PrPC TRFRET -2.6.
For CCCCn1c(N)c(N(CC)C(=O)c2cccc(S(=O)(=O)N3CCCc4ccccc43)c2)c(=O)[nH]c1=O the results were UGM FP inh 1.9, GDH-TPI inh 0.7, MazEF act 1.5, FadD28 FP inh -3.6, BoNT F protease 1.3, Mtb FBA inh -2.3, Mtb BioA inh -0.9, Rv3671c protease -8.1 and PrPC TRFRET -3.5.
Screening O=C1NC2(CCCCC2)Cc2ccccc21 returned UGM FP inh 2.2, GDH-TPI inh 6.4, MazEF act -4.9, FadD28 FP inh -2.6, BoNT F protease 0.4, Mtb FBA inh 3.1, Mtb BioA inh 2.1, Rv3671c protease 0.6 and PrPC TRFRET -1.1.
For CC(=O)Nc1cccc(NC(=O)CSc2nc(=O)n(Cc3ccccn3)c3c2CCC3)c1 the results were UGM FP inh -0.4, GDH-TPI inh -0.3, MazEF act 5.7, FadD28 FP inh -4.0, BoNT F protease -5.4, Mtb FBA inh -0.9, Mtb BioA inh 4.9, Rv3671c protease 0.8 and PrPC TRFRET -7.5.
Screening Cc1nonc1C1CCCN1Cc1nc(-c2ccc(F)cc2F)oc1C (stereo unspecified) returned UGM FP inh 0.4, GDH-TPI inh -9.5, MazEF act -2.8, FadD28 FP inh -4.5, BoNT F protease 3.4, Mtb FBA inh 1.6, Mtb BioA inh 1.7, Rv3671c protease -0.1 and PrPC TRFRET 4.0.
Screening CCc1nc2ccc(C(=O)N(C)Cc3ccccc3)cn2c1N(CC)CCN(C)C returned GDH-TPI inh 4.5, FadD28 FP inh -3.0, BoNT F protease 0.9, Mtb FBA inh -2.4, Mtb BioA inh -0.9 and PrPC TRFRET -11.3.
For COC(=O)C(C(=O)OC)C(C(C)C)C(C(=O)OC)C(=O)OC the results were UGM FP inh 1.5, GDH-TPI inh -0.4, MazEF act -2.0, FadD28 FP inh -2.0, BoNT F protease 5.7, Mtb FBA inh 0.2, Mtb BioA inh 0.0, Rv3671c protease -2.6 and PrPC TRFRET 0.8.
COc1ccc(CCNC(=O)Nc2ccc3c(c2)c(=O)n(C)n3CC=C(C)C)cc1OC was read as GDH-TPI inh 2.7, FadD28 FP inh 0.0, BoNT F protease -1.5, Mtb FBA inh 147.7*, Mtb BioA inh 1.3 and PrPC TRFRET 6.6.
COc1ccc2c(C)c(Cl)c(=O)oc2c1 was read as UGM FP inh 0.8, GDH-TPI inh 15.9, MazEF act -10.2, FadD28 FP inh -2.0, BoNT F protease -15.4, Mtb FBA inh 152.6*, Mtb BioA inh 1.2, Rv3671c protease 4.9 and PrPC TRFRET -5.8.
Screening O=C(O)CCS(=O)(=O)c1nc(-c2cccs2)cc(C(F)(F)F)n1 returned UGM FP inh 0.4, GDH-TPI inh 31.2*, MazEF act -7.4, FadD28 FP inh -2.5, BoNT F protease 4.5, Mtb FBA inh 38.0*, Mtb BioA inh 56.9*, Rv3671c protease -4.8 and PrPC TRFRET -0.2.
For Cc1cccc(OCC(=O)NCc2n[nH]c(=O)c3ccccc23)c1 the results were UGM FP inh -0.3, GDH-TPI inh 3.9, MazEF act 5.4, FadD28 FP inh -2.4, Mtb FBA inh -1.3, Mtb BioA inh 0.2, Rv3671c protease 8.6 and PrPC TRFRET 4.1.
For O=C1C(=O)N(CCCN2CCOCC2)C(c2ccc(Cl)cc2)/C1=C(\O)c1ccc2c(c1)OCCO2 (stereo unspecified) the results were UGM FP inh -0.5, GDH-TPI inh 21.0, MazEF act 6.3, FadD28 FP inh -3.1, BoNT F protease -4.6, Mtb FBA inh 2.4, Mtb BioA inh 0.4, Rv3671c protease -6.3 and PrPC TRFRET 2.0.
`O=C(CSc1nc2sc3c(c2c(=O)[nH]1)CCCC3)NCCO` gave UGM FP inh 2.0, GDH-TPI inh 5.3, MazEF act 0.1, FadD28 FP inh -2.0, BoNT F protease 4.0, Mtb FBA inh 6.2, Mtb BioA inh -0.6, Rv3671c protease -10.4 and PrPC TRFRET -1.4.
O=C1CC=C2C3CC4N(CCC45c4ccccc4N1C25)CC3=CCO (stereo unspecified) was read as GDH-TPI inh 2.3, MazEF act 2.5, FadD28 FP inh -4.0, BoNT F protease -12.5, Mtb FBA inh -4.4, Mtb BioA inh 1.3 and PrPC TRFRET -6.0.
`COc1cccc(NC(=O)CC2COc3ccccc3O2)c1` (stereo unspecified) gave UGM FP inh -0.3, GDH-TPI inh 3.0, MazEF act 3.7, FadD28 FP inh 0.9, BoNT F protease 11.9, Mtb FBA inh -0.2, Mtb BioA inh -0.9, Rv3671c protease 9.4 and PrPC TRFRET 1.1.
Screening CCN(CC)c1nc(C)nc2c1sc(=S)n2C returned UGM FP inh 0.7, GDH-TPI inh 10.1, MazEF act 4.1, FadD28 FP inh -1.2, BoNT F protease 1.6, Mtb FBA inh -1.2, Rv3671c protease -0.1 and PrPC TRFRET -1.6.
For Cc1ccc(O)c(/C=N/NC(=O)COc2ccc3c(C)cc(=O)oc3c2)c1 the results were UGM FP inh -1.7, GDH-TPI inh 6.5, MazEF act -28.5, FadD28 FP inh -2.7, BoNT F protease 2.9, Mtb FBA inh 5.8, Mtb BioA inh 0.4, Rv3671c protease -1.8 and PrPC TRFRET -3.2.
For O=C(COC(=O)C1CCC1)Nc1cccc(Cl)c1 the results were UGM FP inh 0.2, GDH-TPI inh 3.8, MazEF act 3.2, FadD28 FP inh -1.1, BoNT F protease -9.8, Mtb FBA inh 1.7, Rv3671c protease 6.5 and PrPC TRFRET -0.6.
Screening CCN(CC)C(=O)CSc1nc2ccccc2c(=O)n1OC(C)C returned UGM FP inh -1.7, GDH-TPI inh -3.8, MazEF act 5.1, FadD28 FP inh -0.1, BoNT F protease -3.3, Mtb FBA inh 0.8, Mtb BioA inh 0.6, Rv3671c protease 8.8 and PrPC TRFRET 1.4.
Cc1sc2ncnc(N(C)Cc3ccco3)c2c1C was read as UGM FP inh 1.0, GDH-TPI inh 6.0, MazEF act 1.7, FadD28 FP inh -3.9, BoNT F protease -6.0, Mtb FBA inh 0.3, Mtb BioA inh 1.3, Rv3671c protease -1.3 and PrPC TRFRET 10.1.
O=C(CCc1ccccc1)Nc1nnc(-c2ccc3c(c2)OCCO3)o1 was read as UGM FP inh 0.2, GDH-TPI inh -6.2, MazEF act 13.2, FadD28 FP inh -0.9, BoNT F protease -4.0, Mtb FBA inh -1.3, Rv3671c protease -9.4 and PrPC TRFRET 0.2.
For O=c1oc2ccccc2c(NCCO)c1[N+](=O)[O-] the results were UGM FP inh -0.7, GDH-TPI inh 11.0, MazEF act -4.3, FadD28 FP inh -0.8, BoNT F protease -4.4, Mtb FBA inh -3.0, Mtb BioA inh 0.7, Rv3671c protease 6.3 and PrPC TRFRET -13.2.
Cc1ccc(OCC(=O)Nc2ccc3c(c2)OCO3)c(C)c1 was read as UGM FP inh 1.6, GDH-TPI inh -5.9, MazEF act -2.3, FadD28 FP inh -4.5, BoNT F protease -0.9, Mtb FBA inh 3.0, Rv3671c protease -2.3 and PrPC TRFRET 11.7.
`S=C(NCCCN1CCOCC1)NC1CC1` gave UGM FP inh -2.9, GDH-TPI inh -2.2, MazEF act 2.4, FadD28 FP inh -2.5, BoNT F protease -1.1, Mtb FBA inh 0.0, Rv3671c protease 3.0 and PrPC TRFRET -1.4.
For N#C/C(=C/c1ccc(OC(=O)c2ccc(Br)s2)cc1)c1nc2ccccc2[nH]1 the results were GDH-TPI inh 6.9, MazEF act -11.1, FadD28 FP inh 0.0, BoNT F protease 14.4, Mtb FBA inh 2.7, Mtb BioA inh -1.4 and PrPC TRFRET -0.9.
For O=C1CS/C(=N\N=C\c2ccco2)N1c1ccccc1 the results were UGM FP inh 3.3, GDH-TPI inh 11.6, MazEF act 1.7, FadD28 FP inh 1.0, BoNT F protease 10.4, Mtb FBA inh -0.3, Rv3671c protease -1.0 and PrPC TRFRET -1.6.
`O=C1NC(=O)/C(=C/c2cccc3ccccc23)S1` gave UGM FP inh 1.2, GDH-TPI inh 37.1*, MazEF act -5.0, FadD28 FP inh -9.4, Mtb FBA inh 0.5, Mtb BioA inh 1.7, Rv3671c protease -22.0 and PrPC TRFRET 5.4.
Screening Cc1ccc(SCC(=O)NCCc2ccccc2)cc1 returned UGM FP inh -0.5, GDH-TPI inh 11.6, MazEF act -3.6, FadD28 FP inh -2.2, BoNT F protease inconclusive, Mtb FBA inh -1.9, Mtb BioA inh -1.6, Rv3671c protease 3.9 and PrPC TRFRET -1.9.

Fetched by compound from the entries so far:
For Cc1cccc(OCC(=O)NCc2n[nH]c(=O)c3ccccc23)c1 the results were UGM FP inh -0.3, GDH-TPI inh 3.9, MazEF act 5.4, FadD28 FP inh -2.4, Mtb FBA inh -1.3, Mtb BioA inh 0.2, Rv3671c protease 8.6 and PrPC TRFRET 4.1.
`COc1cccc(NC(=O)CC2COc3ccccc3O2)c1` (stereo unspecified) gave UGM FP inh -0.3, GDH-TPI inh 3.0, MazEF act 3.7, FadD28 FP inh 0.9, BoNT F protease 11.9, Mtb FBA inh -0.2, Mtb BioA inh -0.9, Rv3671c protease 9.4 and PrPC TRFRET 1.1.

(next part)
Screening O=C(COc1ccc(C(=O)c2ccccc2)cc1)NCC(=O)Nc1ccccc1Br returned UGM FP inh -1.4, GDH-TPI inh -2.3, MazEF act 2.7, FadD28 FP inh -4.8, BoNT F protease -2.0, Mtb FBA inh 0.3, Rv3671c protease -5.4 and PrPC TRFRET 2.1.
COc1cccc(CNc2ncn[nH]2)c1OCc1ccccc1F was read as UGM FP inh 2.3, GDH-TPI inh -6.9, MazEF act 0.2, FadD28 FP inh -2.6, BoNT F protease 3.7, Mtb FBA inh 1.6, Mtb BioA inh -1.0, Rv3671c protease 7.0 and PrPC TRFRET -7.2.
For CCN1C(=O)C(=C2C=C(C)OC(C)=C2)C(=O)N(CC)C1=S the results were UGM FP inh -1.2, GDH-TPI inh -6.5, MazEF act 36.7, FadD28 FP inh -3.5, BoNT F protease 2.0, Mtb FBA inh -3.9, Rv3671c protease -0.3 and PrPC TRFRET 0.4.
CC1=C(C(=O)NCCc2ccc(C)cc2)C2(CCC(C)CC2)OC1=O (stereo unspecified) was read as UGM FP inh 2.1, GDH-TPI inh 3.9, MazEF act 13.6, FadD28 FP inh -1.8, BoNT F protease -9.2, Mtb FBA inh -1.4, Mtb BioA inh -1.5, Rv3671c protease -3.5 and PrPC TRFRET 2.5.
`Cn1ccsc1=NC(=O)c1cc(S(=O)(=O)N2CCOCC2)ccc1F` gave UGM FP inh 0.3, GDH-TPI inh 5.0, MazEF act 0.0, FadD28 FP inh 0.1, BoNT F protease -0.7, Mtb FBA inh -3.6, Rv3671c protease -2.8 and PrPC TRFRET 0.5.
`CC1CN(c2ccc([N+](=O)[O-])c(N3CCCCC3)c2)CCN1` (stereo unspecified) gave UGM FP inh 2.7, GDH-TPI inh -3.1, MazEF act 4.0, FadD28 FP inh -2.5, BoNT F protease inconclusive, Mtb FBA inh -6.8, Mtb BioA inh 2.5, Rv3671c protease 10.2 and PrPC TRFRET -9.5.
